Assay outcomes (PubChem BioAssay)
Rin1-Abl PPI inh = inhibitors of Rin1-Abl protein binding, primary screen, biochemical, TR-FRET; Tyrosine-protein kinase ABL1 (Homo sapiens) + Ras and Rab interactor 1 (Homo sapiens), …; 360,000 compounds, 0.4% hits; inhibition, % at 7.35 µM; in the data active means inhibition above about 5%, passing the limit was not always enough
Rpn11 block = Rpn11 (PSMD14) deubiquitinase inhibitors, primary screen, biochemical, fluorescence polarization, uHTS. 26S proteasome non-ATPase regulatory subunit 14 (Homo sapiens), O00487. 360,000 compounds, 0.59% hits. calls only at 20 µM. human 26S proteasome, Ub4-pepOG fluorescence polarization; 20S core pre-blocked with epoxomicin;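 active means inhibition at 20 µM, scaled to each plate's controls, above about 33%, limit read from the data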
STEP inh = STEP phosphatase inhibitors, primary screen, biochemical, fluorescence intensity, uHTS; AID 588621, 2011; Tyrosine-protein phosphatase non-receptor type 5 (Homo sapiens), P54829; 360,000 compounds, 0.25% hits; recombinant STEP, OMFP fluorogenic substrate; inhibition, % at 20 µM;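 active means inhibition at 20 µM, scaled per plate between control wells, above about 37%, limit read from the data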;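 further: 0% = DMSO with enzyme and substrate and 100% = substrate only without enzyme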
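Test system: STEP tyrosine phosphatase / Reagent: OMFP at 25 µM / Doses: 20 µM, 1% DMSO / Read-out: percent inhibition scaled to no-enzyme and uninhibited-enzyme controls, plate-pattern corrected / Detection: FITC-channel fluorescence of OMFP product / Medium: Bis-Tris buffer pH 6.0, 2.5 mM DTT, 0.005% Tween 20 / Schedule: 20 min at room temperature, dark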
SUMO1 PPI mod = modulators of SUMO1 protein-protein interactions, primary screen, biochemical, uHTS. Small ubiquitin-related modifier 1 (Homo sapiens), P63165. SUMO1 binding to a labelled peptide, TR-FRET, 1 h. inhibition, % at 20 µM. 360,000 compounds, 0.33% hits; in the data active means inhibition above about 37%
Neddyl block = inhibitors of cullin neddylation, primary screen, biochemical, TR-FRET, uHTS, NAE and Ubc12; NEDD8-conjugating enzyme Ubc12 (Homo sapiens) + NEDD8-activating enzyme E1 regulatory …; calls only at 25 µM; 360,000 compounds, 0.58% hits; in the data active means inhibition above about 36%
CSN deneddyl inh = inhibitors of CSN-mediated cullin deneddylation, primary screen, biochemical, fluorescence polarization, uHTS | COP9 signalosome complex subunit 5 (Homo sapiens), Q92905 | Purified CSN, SCF-Nedd8-OG deneddylation | inhibition, % at 12.5 µM | 360,000 compounds, 0.38% hits | AID 651999, 2013;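 active means pattern-corrected inhibition above about 35%, with an unprinted fluorescence ratio check between 0.5 and 1.5, limit read from the data, passing the limit was not always enough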;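 further: 0% = enzyme with substrate and 100% = substrate without enzyme; some results filed as inactive read as strong as hits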
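Test system: Human Csn5 produced in HEK293T cells | Compound: 12.5 µM single point | Times: 90 min, room temperature | Signal: Fluorescence polarization readout | Read-out basis: % inhibition of substrate cleavage by Csn5 | Controls: no-enzyme wells high, enzyme-with-substrate wells low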
NadD inh = inhibitors of S. aureus NadD, primary screen, biochemical, colorimetric, uHTS | Nicotinate-nucleotide adenylyltransferase NadD (Staphylococcus aureus N315) | purified NadD enzyme, colorimetric absorbance read-out | inhibition, % at 20 µM | 360,000 compounds, 0.78% hits; in the data active means inhibition above about 26%; further: some compounds past the cut are filed as inactive
LMPTP block = LMPTP phosphatase inhibitors, primary screen, biochemical, fluorescence intensity, uHTS; Low molecular weight phosphotyrosine protein phosphatase (Homo sapiens), P24666; recombinant LMPTP-A, OMFP fluorogenic substrate; inhibition, % at 20 µM; 360,000 compounds, 0.22% hits; AID 651560, 2012;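 active means compounds that cut the enzyme signal by at least half of the control window in the single-dose screen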;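 further: plate controls were DMSO wells with enzyme plus substrate for no effect and substrate without enzyme for full effect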
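Test system – LMPTP-A enzyme · Amount – LMPTP-A at 0.625 nM final in the reaction · Buffer or medium – Bis-Tris pH 6.0, DTT, detergent · Reagent – OMFP 400 µM · Doses – single 20 µM dose · Schedule – reaction 50 min, room temperature, dark · Detection – fluorescence intensity of OMFP turnover product · Evaluation – percent inhibition versus substrate-only and uninhibited controls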
DNMT1 inh = human DNMT1 methyltransferase inhibitors, primary screen, biochemical, molecular beacon, fluorescence, HinP1I cleavage, uHTS; DNA (cytosine-5)-methyltransferase 1 (Homo sapiens), P26358; inhibition (reported as % activation of signal), % at 10 µM; 360,000 compounds, 0.83% hits; in the data active means inhibition above about 50%
Target sequence (P26358 504-1616 limits assumed): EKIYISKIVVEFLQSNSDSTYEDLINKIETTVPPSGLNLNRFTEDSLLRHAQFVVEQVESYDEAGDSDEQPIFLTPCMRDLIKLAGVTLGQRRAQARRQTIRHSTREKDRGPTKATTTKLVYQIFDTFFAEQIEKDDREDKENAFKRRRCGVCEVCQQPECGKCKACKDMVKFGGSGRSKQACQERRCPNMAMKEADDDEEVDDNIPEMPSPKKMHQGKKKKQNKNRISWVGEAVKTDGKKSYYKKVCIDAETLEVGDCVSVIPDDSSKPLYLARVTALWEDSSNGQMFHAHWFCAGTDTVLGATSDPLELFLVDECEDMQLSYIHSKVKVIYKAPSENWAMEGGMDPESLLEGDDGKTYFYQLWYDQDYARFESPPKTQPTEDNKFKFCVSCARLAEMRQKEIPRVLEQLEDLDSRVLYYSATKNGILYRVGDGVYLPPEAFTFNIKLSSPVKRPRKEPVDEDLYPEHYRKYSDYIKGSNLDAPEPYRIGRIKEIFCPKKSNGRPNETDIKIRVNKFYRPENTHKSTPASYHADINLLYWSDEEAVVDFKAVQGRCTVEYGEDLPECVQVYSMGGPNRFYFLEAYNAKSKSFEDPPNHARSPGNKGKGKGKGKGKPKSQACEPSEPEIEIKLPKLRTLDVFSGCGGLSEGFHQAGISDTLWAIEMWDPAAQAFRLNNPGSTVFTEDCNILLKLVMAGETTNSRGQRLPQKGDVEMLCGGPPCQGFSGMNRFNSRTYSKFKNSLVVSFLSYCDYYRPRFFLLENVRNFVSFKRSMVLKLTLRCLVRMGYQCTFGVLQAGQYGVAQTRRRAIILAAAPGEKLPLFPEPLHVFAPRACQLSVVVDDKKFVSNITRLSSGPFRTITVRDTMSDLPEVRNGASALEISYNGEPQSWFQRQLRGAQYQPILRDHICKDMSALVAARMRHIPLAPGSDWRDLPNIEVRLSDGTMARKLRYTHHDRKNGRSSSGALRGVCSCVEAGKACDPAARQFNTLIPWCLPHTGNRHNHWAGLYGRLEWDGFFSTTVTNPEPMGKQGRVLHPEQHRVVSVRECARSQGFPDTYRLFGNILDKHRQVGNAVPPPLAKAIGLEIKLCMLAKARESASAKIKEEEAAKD
Scp-1 inhibitor = Scp-1 phosphatase inhibitors, primary screen, biochemical, colorimetric, uHTS; Carboxy-terminal domain RNA polymerase II polypeptide A small phosphatase 1 (Homo …; Recombinant Scp1, phosphopeptide, malachite green phosphate absorbance; inhibition, % at 20 µM; 340,000 compounds, 0.88% hits; AID 493091, 2011;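 active means inhibition above about 50% at 20 µM, limit read from the data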;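 further: plate controls were DMSO wells with enzyme for no effect and wells lacking enzyme for full effect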
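Incubation: 45 min enzyme reaction at room temperature / System: truncated SCP-1 phosphatase (76-261aa) / Reagent: Phospho 17-mer peptide substrate / Buffer or medium: Acidic Tris acetate buffer with magnesium and detergent / Signal: absorbance at 630 nm / Doses: one concentration, 20 µM, with 1.0% DMSO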
* = called active by the depositor; i = inactive; · = no result given. These rows are one share of the data. The share of hits here may be higher or lower than overall.

SMILES	Rin1-Abl PPI inh	Rpn11 block	STEP inh	SUMO1 PPI mod	Neddyl block	CSN deneddyl inh	NadD inh	LMPTP block	DNMT1 inh	Scp-1 inhibitor
c1ccc(C2NCCc3[nH]cnc32)cc1 (centres undefined)	0	i	0	3	i	-2	0	-0.8	-1	-8
O=[N+]([O-])c1cccc2c([N+](=O)[O-])cccc12	0	i	0	-12	i	1	3	1.8	3	-3
O=C(N/N=C/c1c(O)n(Cc2ccc(F)cc2)c(=S)[nH]c1=O)c1ccncc1	1	i	-2	-6	i	6	3	-1.3	-6	-13
O=c1[nH]c(=S)n(Cc2ccc(F)cc2)c(O)c1C=NCc1cccnc1	-4	i	3	-1	i	0	-1	-6.6	14	2
CC1CCN(C(=O)CCl)CC1	-1	i	2	-1	i	5	1	-2.5	2	-2
COc1ccc(CCn2c(O)c(C=NCc3cccnc3)c(=O)[nH]c2=O)cc1OC	-2	i	0	-2	i	7	1	-0.8	7	-5
O=c1[nH]c2ccccc2n1C1CCN(C(c2ccccc2)c2nnnn2-c2ccc3c(c2)OCCO3)CC1 (centres undefined)	6	i	0	14	i	5	31*	3.0	-19	·
CC1=C(C)CN2CC(C#N)=C(N)C2C1 (centres undefined)	3	i	0	7	i	-7	10	2.2	-10	·
CCC(=O)c1c(O)n(C2CCCCCC2)c(=O)[nH]c1=O	0	i	4	-1	i	5	0	-1.0	-1	-14
C[N+]1(C)C2CC(OC(=O)C(CO)c3ccccc3)CC1C1OC12 (centres undefined)	0	i	1	0	i	-7	4	-1.8	4	6
CCCCNc1ccncc1S(=O)(=O)NC(=O)NC(C)C	0	i	-2	4	i	-2	4	-0.9	3	-9
O=C(COc1ccc(Br)cc1)N1CCN(Cc2ccc3c(c2)OCO3)CC1	-1	i	2	1	i	5	1	-0.2	0	-8
CCOC(=O)c1ccc2[nH]c(-c3ccc(S(=O)(=O)F)cc3)cc(=O)c2c1	-3	i	12	9	i	1	4	24	11	18
CCCCn1c(O)c(C(C)=NCc2ccc3c(c2)OCO3)c(=O)[nH]c1=O	-3	i	0	-1	i	5	-4	0.7	-6	-7
CCCC(CCC)C(=O)OC[N+](C)(C)CCOC(=O)C(O)(c1ccccc1)C1CCCC1 (centres undefined)	2	i	3	2	i	4	-7	-2.3	4	-6

Profiles as entered above. Order of values: Rin1-Abl PPI inh, Rpn11 block, STEP inh, SUMO1 PPI mod, Neddyl block, CSN deneddyl inh, NadD inh, LMPTP block, DNMT1 inh, Scp-1 inhibitor
Record of CCCCn1c(O)c(C(C)=NCc2ccc3c(c2)OCO3)c(=O)[nH]c1=O : -3, i, 0, -1, i, 5, -4, 0.7, -6, -7
Record of CCCCNc1ccncc1S(=O)(=O)NC(=O)NC(C)C : 0, i, -2, 4, i, -2, 4, -0.9, 3, -9
Record of CCOC(=O)c1ccc2[nH]c(-c3ccc(S(=O)(=O)F)cc3)cc(=O)c2c1 : -3, i, 12, 9, i, 1, 4, 24, 11, 18

Other results follow.
SMILES	Rin1-Abl PPI inh	Rpn11 block	STEP inh	SUMO1 PPI mod	Neddyl block	CSN deneddyl inh	NadD inh	LMPTP block	DNMT1 inh	Scp-1 inhibitor
O=C1NC(=O)C(CCc2ccncc2)(CCc2ccncc2)C(=O)N1CCc1ccccc1	1	i	0	-1	i	-7	-7	0.1	1	-11
CN(C)CCN=Cc1c(O)n(-c2cccc3ccccc23)c(=O)[nH]c1=O	-1	i	0	-1	i	-2	0	-7.1	2	-14
CN/C=C(/Cl)P(=O)(OC(C)C)OC(C)C	-1	i	-2	-1	i	4	-4	-0.6	-2	-3
CC(=O)OC1C2(CC3N4C(=O)C5(CO)SSC4(CC31O)C(=O)N5C)OC(C)C(C)(C)C2=O (centres undefined)	3	i	-2	0	i	-2	1	-1.1	-13	0
O=C(Oc1c(Cl)cc(Cl)c2ccccc12)N1CCCCC1	2	i	2	1	i	-1	-5	0.1	0	-10
O=[N+]([O-])c1ccc(N2CC2)c([N+](=O)[O-])c1	-6	i	1	-32	i	-1	-2	-1.9	4	-1
O=C1Nc2cc(C(=O)N3CCC4(CC3)OCCO4)ccc2S/C1=C\c1ccccc1	2	i	0	-20	i	5	-2	2.2	-1	-6
Cc1ccc(/C=C2\C(=O)NC(=S)N(c3cccc(F)c3)C2=O)o1	2	·	4	28	i	45*	7	2.6	72*	38
O=C(c1ccc(C(F)(F)F)cc1)C1CCCN(Cc2ccncc2)C1 (centres undefined)	0	i	-2	1	i	-2	-2	-1.7	1	-7
CC(=O)OC1(c2ccccc2)CCN(C)C(C)C1C (centres undefined)	-2	i	-5	3	i	-5	-4	-2.0	1	0
CCC(C)c1cnc(CC(C)C)c(=O)n1O (centres undefined)	0	i	0	-2	i	-3	1	-1.5	11	·
Cc1ccc(-n2c(=O)[nH]c3ccccc3c2=O)cc1[N+](=O)[O-]	3	i	0	10	i	-1	7	0.6	-10	·
CCOCCN1CCN(c2nnc3n2-c2ccc(Cl)cc2C(c2ccccc2Cl)=NC3)CC1	5	i	-8	2	i	-3	0	-3.0	0	0
CCOC(=O)c1c(C)n(Cc2ccccc2)c2ccc(OCC(O)CNC(C)(C)C)cc12 (centres undefined)	1	i	0	-3	i	2	-3	-0.1	-5	-2
COC/C=C1\CN2C3C[C@@H]1[C@H]1COC4=Nc5cc(OC)c(OC)c(OC)c5[C@@]43C[C@@H]12	-2	i	-3	5	·	1	4	-1.3	-2	23
COc1cccc(CNCCc2ccc(F)cc2)c1	3	i	1	2	i	-3	-4	-0.1	3	-7
Cc1ccccc1-n1c(O)c(C=NCCN2CCOCC2)c(=O)[nH]c1=O	2	i	-4	-1	i	1	-5	-4.1	-1	9
O=C(NC1CCCCC1)N1C[C@H]2C[C@@H](C1)c1cccc(=O)n1C2	4	i	-1	-1	i	-2	-1	-2.1	5	-2
CCCCn1c(O)c(C(C)=NCC2CCCO2)c(=O)[nH]c1=O (centres undefined)	-2	i	-1	-4	i	2	-1	-0.8	-2	-18
Cc1ccccc1CN1CCNCC1	2	i	1	-4	i	6	1	-3.5	-1	-1
CC(=O)OC(C)(C)/C=C/C(=O)[C@](C)(O)C1[C@H](O)C[C@@]2(C)C3CC=C4C(C[C@H](O)C(=O)C4(C)C)[C@]3(C)C(=O)C[C@]12C (some centres undefined)	2	i	0	-4	i	6	2	-0.2	1	-2
CC1(C)CC(=O)C(C=NCCN2CCN(C(=O)Cc3ccc(Cl)cc3)CC2)=C(O)C1	0	i	0	2	i	0	-5	-1.2	0	-10
Nc1ccc(-c2ccccc2)cc1	-1	i	1	-6	i	1	1	-1.5	1	-8
COc1ccc(CN2CCN(Cc3ccccc3OC)CC2)cc1	3	i	0	2	i	5	-12	-0.8	-2	-14
Fc1ccc(C2=CCN(C(c3ccc(Cl)cc3)c3nnnn3Cc3ccccc3)CC2)cc1 (centres undefined)	2	i	0	-14	i	1	3	7.3	0	5
Cc1cc(C=C2C(=O)NC(=O)NC2=O)c(C)n1-c1ccncc1	-1	i	1	-2	i	-2	-1	-0.5	5	-11
Cc1ccc2cc3cc(C(=O)N4CCC5(CC4)OCCO5)oc3nc2c1	0	i	-2	-24	i	0	-6	0.1	0	-5
CC1=C(C/C(C)=C/c2ccccc2)/C(=C/CO)[C@@H]2OC(=O)O[C@]2(C)C12CC2	3	i	1	2	i	0	2	2.8	0	-5
N/C(=N\[N+](=O)[O-])N1CCN(C(=O)c2ccccn2)CC1	3	i	0	-1	i	-3	-2	-2.1	-1	-6
COC(=O)C1=C(c2cccc(OC)c2OC)C[C@@H]2CC[C@H]1N2C(=O)N1CCC(C)CC1	2	i	0	0	i	1	-4	-0.7	2	-6
CCC1(CC)C(=O)N(C)C(=O)NC1=NC	1	i	-2	1	i	3	2	-1.5	1	-7
CC/C(=N\Nc1ccccc1)c1c(O)n(C)c(=O)n(C)c1=O	2	i	-3	3	i	-11	-3	-1.5	5	3
COC(=O)C1=C(c2ccc(-c3ccccc3)c(F)c2)C[C@@H]2CC[C@H]1N2C(=O)NCCO	1	i	-1	-1	i	-1	3	1.4	-1	-5
COCCOC(=O)C1=C(C)OC(N)=C(C(=O)OC)C12C(=O)Nc1ccccc12 (centres undefined)	1	i	-1	-1	i	-1	-6	-1.1	0	-5
COc1ccc2c3c1OC1C(O)C=CC4C(C2)[N+](C)(C)CCC341 (centres undefined)	2	i	-2	-1	i	2	14	-1.1	-1	89*
COc1ccc(CC2c3cc(OC)c(OC)cc3CCN2C)cc1OC (centres undefined)	3	i	-6	-7	i	4	-7	-0.8	-11	-7
Cc1cccc(C)c1NC1=NCCCCS1	0	i	-2	1	i	-2	6	-0.3	1	-2
Cc1cccc(OP(N)(=O)Oc2cccc(C)c2C)c1C	1	i	0	-2	i	0	-9	3.9	-1	-11
COCCn1c(-c2ccccc2)cc(C(=O)O)c1C	1	i	2	1	i	0	0	-0.1	2	-10
CNC(=O)Oc1ccc(-c2cn3cc(C)ccc3n2)cc1	-4	i	-4	-4	i	4	2	-0.3	4	-1
CC(C)C(=O)Nc1nnc(CCN(CCc2nnc(NC(=O)C(C)C)s2)[N+](=O)[O-])s1	1	i	-4	-2	i	4	-3	-1.2	4	1
Cc1ccc(N2C(=O)NC(=O)C(CCc3ccncc3)(Cc3cccc(Cl)c3Cl)C2=O)cc1 (centres undefined)	-1	i	0	5	i	-5	1	-0.4	-2	-5
O=C1c2ccccc2C(=O)N1Cc1nc2ccccc2c(=O)n1-c1cccnc1	-2	i	-5	-4	i	-3	7	-0.3	-1	-2
CCCCn1c(=O)c(C(=O)Nc2ccccc2C)c(O)c2ccccc21	-4	i	2	-2	i	2	-6	0.6	0	-10
